PREPL inh – human PREPL enzyme inhibition | inhibition, % at 5.96 µM | 0.68% of 320,000 active | recombinant PREPL, fluorescence polarization activity-based probe; in the data active = inhibition above about 43%;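 also: 0% = enzyme with DMSO and 100% = wells lacking enzyme; many of its hits are not listed in these tables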
Efflux pump mplx – antifungal efflux pump inhibition, Nile Red retention; S. cerevisiae Candida pump triplex; inhibition, % at 10 µM; 0.44% of 330,000 active; AID 485275;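 active = plate passing quality check with inhibition over a set limit, or well fluorescence over plate mean plus 4 SD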;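 also: Nile Red retained in pooled yeast measured as flow cytometry median fluorescence; 0% = buffer negative control and 100% = Enniatin B positive control; higher means more Nile Red kept so more efflux inhibition; some compounds called inactive have numbers as strong as hits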
TPT1 inhibitor – blocks Candida albicans tRNA 2'-phosphotransferase | 0.81% of 300,000 active | inhibition, % at 5 µM | recombinant caTPT1, FP RNA substrate dephosphorylation;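 active = inhibition above the mean of all tested compounds plus 3 SD, set per screening campaign, cut at about 24% in these data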;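 also: plate controls were DMSO alone for no effect and ferristatin control at 100 nM for full effect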
PP5 inh – inhibitors of human protein phosphatase 5 (PP5); purified PP5c, OMFP substrate fluorescence; inhibition, % at 6.7 µM; 0.18% of 320,000 active; AID 1987;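 active = inhibition above the campaign's mean inhibition across all tested compounds plus 3 SD, cut at about 9.5% in these data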;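 also: 0% = DMSO only and 100% = 100 µM cantharidin control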
LYPLA2 inh – blocks human lysophospholipase 2, a PME1 counter-screen. O95372. recombinant LYPLA2, FP-Rh probe fluorescence polarization. inhibition, % at 5.9 µM. 0.38% of 320,000 active. AID 2177;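 active = inhibition above the screen-wide mean plus 3 SD, limit set per campaign, cut at about 26% in these data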;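 also: 0% = LYPLA2 with DMSO and 100% = wells lacking LYPLA2 enzyme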
Target sequence (O95372 whole entry, looked up): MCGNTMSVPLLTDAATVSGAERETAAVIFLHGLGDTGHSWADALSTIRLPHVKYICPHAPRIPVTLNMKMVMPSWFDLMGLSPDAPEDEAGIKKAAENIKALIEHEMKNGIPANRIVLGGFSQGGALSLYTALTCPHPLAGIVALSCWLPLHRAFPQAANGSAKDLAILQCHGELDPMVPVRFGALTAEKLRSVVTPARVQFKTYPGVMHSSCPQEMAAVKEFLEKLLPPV
CTSL1 counter – counter-screen for PFM18AAP inhibitors: inhibitors of F. hepatica cathepsin L1; 0.49% of 300,000 active; inhibition, % at 5.96 µM; recombinant F. hepatica cathepsin L1, Z-Leu-Arg-MCA fluorescence;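 active = inhibition above the mean of all tested compounds plus 3 SD, set per screening campaign, cut at about 17% in these data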;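 also: 0% = plate median of test compound wells and 100% = 1 µM Z-Phe-Ala-diazomethylketone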
GASC-1 inh – human JMJD2C demethylase inhibition; 0.069% of 330,000 active; Q9H3R0; GST-JMJD2C(1-420) H3K9me3 demethylation, DELFIA europium; inhibition, % at 2.35 µM;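 active = more than half of a compound's replicate wells show inhibition beyond 50%, single wells judged on their own value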;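 also: signal counts dimethyl H3K9 product captured on neutravidin plate; 0% = median of DMSO wells and 100% = 0.3 times that DMSO median; strong numbers were not always called active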
Target sequence (Q9H3R0 1-420 limits assumed): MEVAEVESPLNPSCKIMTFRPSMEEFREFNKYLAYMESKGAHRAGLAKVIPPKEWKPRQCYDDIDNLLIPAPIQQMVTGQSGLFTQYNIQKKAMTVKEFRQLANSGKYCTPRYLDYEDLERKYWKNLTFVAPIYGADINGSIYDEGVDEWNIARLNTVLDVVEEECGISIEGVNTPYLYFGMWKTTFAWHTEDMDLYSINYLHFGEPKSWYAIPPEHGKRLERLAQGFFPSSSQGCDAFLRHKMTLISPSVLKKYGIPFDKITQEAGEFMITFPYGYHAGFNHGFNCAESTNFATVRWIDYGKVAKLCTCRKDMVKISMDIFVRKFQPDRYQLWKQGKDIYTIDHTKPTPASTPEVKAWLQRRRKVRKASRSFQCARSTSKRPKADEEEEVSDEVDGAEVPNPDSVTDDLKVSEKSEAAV
HCV core dimer – HCV core protein dimerization inhibition. TR-FRET GST/Flag-core106 dimerization, 1536-well. inhibition, % at 5 µM. 0.33% of 300,000 active. AID 1899;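 active = inhibition above the mean of all tested compounds plus 3 SD, set per screening campaign, cut at about 45% in these data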
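Assay system: tagged HCV core106 pair (GST and Flag); medium: KF-containing HEPES buffer, pH 7.45, DTT, CHAPS, BSA; also added: Eu donor and XL665 acceptor anti-tag antibodies; dosing: 5 µM single dose; timing: compound-protein-antibody incubation 4 h at 22.5 °C; signal: TR-FRET 671 and 617 nm emission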
PP1 counter – counter-screen for PP5 inhibitors: inhibitors of human PP1-alpha; inhibition, % at 6.7 µM; purified PP1alpha, OMFP fluorescence; 0.9% of 320,000 active; P62136;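 active = inhibition above the mean inhibition of all tested compounds plus 3 SD, computed separately for each screening campaign, cut at about 15% in these data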
Target sequence (P62136 whole entry, looked up): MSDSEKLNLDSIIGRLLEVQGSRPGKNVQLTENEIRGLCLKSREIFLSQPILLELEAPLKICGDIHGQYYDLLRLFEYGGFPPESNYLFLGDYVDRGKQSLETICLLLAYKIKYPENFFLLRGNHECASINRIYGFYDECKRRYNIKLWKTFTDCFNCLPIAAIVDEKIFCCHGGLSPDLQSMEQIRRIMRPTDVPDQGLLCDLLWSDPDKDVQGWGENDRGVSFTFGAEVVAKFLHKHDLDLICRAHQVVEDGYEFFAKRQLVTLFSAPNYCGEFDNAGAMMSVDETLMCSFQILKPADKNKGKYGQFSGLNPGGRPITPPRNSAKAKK
An asterisk follows results filed as active; x = not tested or not shown; & = joins results of further samples.

SMILES	PREPL inh	Efflux pump mplx	TPT1 inhibitor	PP5 inh	LYPLA2 inh	CTSL1 counter	GASC-1 inh	HCV core dimer	PP1 counter
COc1cc(NC(=O)C/C(C)=N/NC(=O)c2cccc(O)c2)c(OC)cc1Cl	11	-0.3	-2	2.4	4	2	-15	0	0
FC(F)Oc1ccc(NC(=S)NCc2ccco2)cc1Cl	4	0.2	3	-0.2	7	-1	1	3	0
CN1C(=O)C(O)(CC(=O)c2ccncc2)c2ccccc21 (stereo not given)	2	-0.1	-2	0.1	3	0	-6	-9	0
Cc1ccc2nc(C)c3c(c2c1)N(c1ccccc1)CC3	20	0.1	-3	2.0	-4	4	1	-1	-6
CON(C)c1nc(C2CCCCC2)c2cc(C)ccc2n1	-4	x	-3	1.7	0	1	1	1	-1
N#Cc1cnc(SCC(=O)Nc2ccccc2C(F)(F)F)nc1N	-18	-0.4	5	0.9	-12	4	-3	3	0
COc1ccc2c(Cl)c(C(=O)N/N=C3\CCCC(=O)C3)sc2c1	2	-0.1	97*	-1.4	-6	1	13	2	-2
Cc1ccc(-n2nc3c(=O)n(C(C)C(=O)NCc4ccc5c(c4)OCO5)nc(C)c3c2C)cc1 (stereo not given)	-4	0.0	0	3.1	11	-4	-13	-6	2
Cc1ccccc1CO/N=C/c1[nH]ncc1Br	6	0.0	2	0.5	0	1	-13	0	0
CS(=O)(=O)c1ccc(N)c(SSc2cc(S(C)(=O)=O)ccc2N)c1	11	-0.1	1	0.3	0	-2	0	-31	4
O=C(c1coc(=O)c(Br)c1)N1CCC(C(O)(c2ccccc2)c2ccccc2)CC1	1	0.0	0	-0.6	-6	13	8	2	-5
Cc1ccccc1NC(=O)CSc1nc2ccccc2c2nc(CCn3cncc3C)nn12	10	0.0	0	0.3	3	-3	-2	-9	-3
CCc1[nH]nc(C(=O)N2CCCC(Nc3ccc(C(C)C)cc3)C2)c1C (stereo not given)	8	0.0	2	1.0	-2	2	3	2	-1
O=S(=O)(NCC1CC1)c1cc(Cl)cc(Cl)c1	-6	0.6	0	2.5	-4	-5	-10	-1	1
Cc1cc(NC(=O)Nc2ccccc2)n(-c2ccccc2)n1	4	-0.3	-4	-0.6	2	4	0	-2	-3
NC(=O)C1(N2CCCCC2)CCN(C(=S)NCCc2ccccc2)CC1	-5	0.4	1	3.0	3	0	17	-1	-1
CC(C)CNC(CC(=O)O)c1ccccc1 (stereo not given)	6	0.0	-3	0.3	4	3	-1	4	-3
CCOc1ccc(S(=O)(=O)Nc2ccc(C(=O)N3CC(C)OC(C)C3)cc2)cc1 (stereo not given)	-2	0.0	1	1.2	6	6	-25	-1	-4
O=C(NCC(c1ccco1)N1CCOCC1)c1c(F)cccc1F (stereo not given)	-1	0.0	0	1.9	2	3	73	-1	-1
O=C(NCCc1ccccc1)C1CCN(S(=O)(=O)N2CCCCCC2)CC1	-1	0.2	-3	1.9	0	0	2	14	-4
O=c1c2sccc2[nH]c(=S)n1Cc1ccccc1	-4	0.1	0	4.8	-3	-3	7	-4	-2
CCOC(=O)C1=C(C)NC(=S)NC1C (stereo not given)	12	-0.2	0	1.6	14	5	3	-11	-1
COc1ccc(CC(=O)Nc2nc(-c3cc(OC)ccc3OC)cs2)cc1	15	-0.2	-6	2.9	-6	-4	9	-1	-1
COc1cc(S(=O)(=O)NCc2cccnc2)ccc1F	11	-0.2	4	1.7	14	1	1	-5	0
CCCCn1c(=N)n(CCOc2ccc(C)cc2)c2ccccc21	-38	0.2	1	2.1	-1	-2	-16	-15	1
Cc1nc(-c2ccc(NC(=O)c3ccccc3C)cc2)cs1	-2	0.1	-2	0.2	1	-3	-5	0	1
O=C(CC1S/C(=N\S(=O)(=O)c2ccc(F)cc2)N(c2ccccc2)C1=O)Nc1ccccc1 (stereo not given)	-9	0.0	1	3.1	-6	-1	-8	0	1
CN(CC(=O)Nc1cccc(F)c1)C(=O)CCCN1C(=O)c2cccc3cccc(c23)C1=O	-17	0.1	2	0.1	2	4	3	2	1
CCN1CCCC1CNC(=O)CSc1cc(=O)n(C)c2cc(Cl)ccc12 (stereo not given)	-21	0.3	1	2.2	-2	1	2	-7	1
Cn1c(CNC(=O)c2ccccc2F)cc2ccccc21	4	0.1	-3	0.6	1	6	-5	1	0

The last two records of the part above open the next one.
SMILES	PREPL inh	Efflux pump mplx	TPT1 inhibitor	PP5 inh	LYPLA2 inh	CTSL1 counter	GASC-1 inh	HCV core dimer	PP1 counter
CCN1CCCC1CNC(=O)CSc1cc(=O)n(C)c2cc(Cl)ccc12 (stereo not given)	-21	0.3	1	2.2	-2	1	2	-7	1
Cn1c(CNC(=O)c2ccccc2F)cc2ccccc21	4	0.1	-3	0.6	1	6	-5	1	0
CC(CNC(=O)c1ccccc1Cl)c1ccccc1 (stereo not given)	10	0.1	0	3.2	-5	-5	-7	1	-4
CCCc1c(C)c2ccccc2[nH]c1=O	-1	-0.1	-4	-0.5	-1	0	14	-2	-1
CC(=O)Oc1ccc(/C=N/NC(=O)C2CCCN2S(=O)(=O)c2ccc(Cl)cc2)cc1 (stereo not given)	9	0.1	-1	3.4	5	-17	6	-5	0
CC(C)(C)c1cc[n+](C2=C([O-])c3ccccc3C(=O)/C2=N\S(=O)(=O)c2cccs2)cc1	10	0.0	-6	0.3	-4	24*	-36	-13	-2
CC1(C)CC(=O)C2=C(C1)Nc1ccccc1N=C2	-9	0.0	-16	-0.4	-1	4	-6	0	-4
CCCNC(=O)CSC1=N/C(=C/c2ccc(F)cc2)C(=O)N1CC	-4	0.1	-1	2.7	-7	0	0	-10	-1
CC(=O)/C(N)=N/Nc1cccc(Cl)c1	12	0.1	4	5.5	-5	0	-9	-24	2
Cc1ccc(S(=O)(=O)N2CCN(C(=O)CNC(=O)c3sc4ccccc4c3Cl)CC2)cc1	-17	0.1	2	0.2	2	-2	-4	4	-3
COC(=O)C1(C(=O)OC)NOC2C(=O)N(c3ccc(Cl)cc3Cl)C(=O)C21 (stereo not given)	10	-0.1	-3	-2.5	-2	8	-10	5	-4
CSc1nc(C)cc(SCC(=O)Nc2ccc(Cl)cc2Cl)n1	-11	0.0	-9	3.6	7	0	-4	5	1
Cc1ccccc1C(=O)NC1CCSC1=O (stereo not given)	2	0.2	2	-1.9	1	-2	36	-7	2
COc1ccc(CN(C(=O)CSc2nnc(-c3ccc(OC)c(OC)c3)o2)c2ccc(F)cc2)cc1	-6	0.2	-1	2.2	-2	3	3	13	0
CCOC(=O)c1c(C)nc2sc3c(=O)n(-c4ccc(C(C)=O)cc4)cnc3c2c1-c1ccc(Cl)cc1	-14	0.0	-1	-1.5	-1	0	3	22	5
O=C(NC1CCCCC1)N1CCN(C(c2ccccc2)c2ccccc2)CC1	3	0.3	-1	3.2	5	0	-2	5	0
COc1ccc(NC(=O)CCCSc2nc(-c3ccco3)cc(C(F)(F)F)n2)cc1OC	3	0.0	-2	2.8	8	1	-2	5	1
COC(=O)C1CCN(C(=O)CCC2CCCCC2)CC1	3	-0.1	-2	1.9	3	-2	-1	-8	0
Cc1nn2c3ccccc3nc2c2ccccc12	14	0.1	-1	2.9	-4	-3	4	0	-2
COc1ccc(Nc2nc(-c3ccc(OC)cc3)cs2)cc1	2	0.0	3	2.5	13	-2	34	7	5
CC(O)CN=c1cc(-c2ccccc2)oc2ccc(Cl)cc12 (stereo not given)	-34	0.0	-2	-1.3	0	3	4	3	0
Cc1ccc(C(=O)Nc2ccccc2N2CCCC2)cc1	2	-0.1	-2	-0.6	0	-3	-1	2	1
CCc1ccc(CNC(=O)CCc2nc(-c3cccs3)no2)cc1	-7	-0.2	-1	-1.7	-5	4	-13	4	5
Cc1cccc(NC(=O)c2ccc(S(=O)(=O)N3CCCCC3)cc2)n1	-5	0.3	0	0.1	6	-2	3&1	5	1
Nc1ccc(Oc2ccc([N+](=O)[O-])cc2[N+](=O)[O-])cc1	5	0.1	1	1.9	54*	4	-5	4	-5
C=CC(=O)NC(NC(=O)C=C)c1ccc(Br)cc1	2	-0.1	0	-1.2	5	-1	-3	-6	-4
COc1ccc(S(=O)(=O)N2CCCC(C(=O)NCCC3=CCCCC3)C2)cc1 (stereo not given)	-6	0.0	-6	2.3	10	-3	-5	6	-8
COC(=O)c1cccc(Cn2cc([N+](=O)[O-])cn2)c1	2	0.1	-4	-1.6	1	3	0	-5	-5
S=c1nc[nH]c2c1sc1nc(N3CCOCC3)c3c(c12)CCCC3	2	0.0	1	1.3	4	3	16	61*	-1
O=C(COc1ccc2c(-c3ccccc3)cc(=O)oc2c1)NCC(O)c1ccccc1 (stereo not given)	-2	0.4	-1	5.5	2	1	-10	-1	1
C=CCn1c(-c2ccc(Cl)cc2)ccc(C#N)c1=O	-21	-0.2	-2	2.0	6	-2	1	-7	3
CCOc1ccccc1NC(=O)COc1coc(CN2CCc3ccccc3C2)cc1=O	-7	0.0	-1	1.5	1	1	0	5	-6
CCOc1ncccc1C(=O)OCC(=O)N1CCN(S(=O)(=O)c2ccccc2)CC1	0	0.0	-3	-1.1	6	-8	-13	-3	-1
CC(=O)c1ccc(NC(=S)Nc2ccc3cn[nH]c3c2)cc1	26	0.0	-6	1.1	8	2	-36	-1	-3
Cc1ccc(NC(=O)c2cc(C)no2)cc1	12	0.1	-1	-2.7	-3	1	1	1	-3
COc1ccc(C(=O)N/C(=C\c2ccc3c(c2)OCO3)C(=O)Nc2ccc(C(=O)O)cc2)cc1	-6	0.0	2	1.3	-6	4	-2	3	2
NS(=O)(=O)c1ccc(CCNC(=O)COC(=O)C2CCCN2C(=O)c2cccs2)cc1 (stereo not given)	9	0.0	-2	0.7	11	-6	14&5	-3	0
O=C(CN1CCN(c2ncc(C(F)(F)F)cc2Cl)CC1)NC(=O)NCc1ccccc1	8	0.1	-2	0.4	7	2	-3	1	1
COC(=O)[C@@H](NC(=O)c1ccc2c(c1)S(=O)(=O)c1ccccc1C2=O)C(C)C	1	0.2	6	2.1	-2	-2	3	-5	5
CC1CCCN(C2=C(NS(=O)(=O)c3ccc(Cl)cc3)C(=O)c3ccccc3C2=O)C1 (stereo not given)	2	-0.1	-1	0.8	1	0	8	-7	-1
Cc1nn(Cc2ccccc2)c(Cl)c1C(=O)NC(C)(C)C	7	0.2	-2	1.3	-2	1	0	-8	-1
Cc1c(C(=O)O)nn(-c2cccc(C(F)(F)F)c2)c(=O)c1C#N	-10	-0.2	2	0.8	5	3	7	3	-4
COc1cc(NC(=O)c2nccn2C)cc(C(=O)Nc2cccc(C(F)(F)F)c2)c1	5	0.5	0	1.5	-8	0	-4	-13	5
COC(=O)c1cc(OC)c(OC)cc1NC(=S)N1CCN(c2ccccc2)CC1	47*	-0.1	1	2.3	7	1	-4	6	-1
COc1ccc(S(=O)(=O)N/N=C(/C)c2ccncc2)c(OC)c1	-2	-0.1	1	-1.4	1	-1	-6	-7	-5

Arranged by value in TPT1 inhibitor (lowest first): some entries from above.
SMILES | PREPL inh | Efflux pump mplx | TPT1 inhibitor | PP5 inh | GASC-1 inh | HCV core dimer
Cc1nc(-c2ccc(NC(=O)c3ccccc3C)cc2)cs1 | -2 | 0.1 | -2 | 0.2 | -5 | 0
Cc1nn2c3ccccc3nc2c2ccccc12 | 14 | 0.1 | -1 | 2.9 | 4 | 0
CCN1CCCC1CNC(=O)CSc1cc(=O)n(C)c2cc(Cl)ccc12 (stereo not given) | -21 | 0.3 | 1 | 2.2 | 2 | -7
CCc1[nH]nc(C(=O)N2CCCC(Nc3ccc(C(C)C)cc3)C2)c1C (stereo not given) | 8 | 0.0 | 2 | 1.0 | 3 | 2

Assay outcomes: PubChem BioAssay, several laboratories

This is a subset; the hit share may differ from the screen's.
